LGR2 antag – inhibitors of bursicon-induced Drosophila LGR2 receptor cAMP signaling. 380,000 tested, 0.35% active. HEK293 LGR2, CRE-luciferase, bursicon-stimulated, 4 h. inhibition, % at 9.99 µM. AID 720647;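 active means drop in luminescence signal, shown as inhibition above about 50% in the replicate tests, limit read from the data, passing the limit was not always enough; inconclusive means probably only some replicates passing the limit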;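 further: agonist challenge used bursicon conditioned medium at about half maximal strength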
SIRT5 inh – blocks human SIRT5 desuccinylation of peptide. Q9NXA8. Purified SirT5, succinyl-peptide AMC, trypsin-coupled fluorescence. inhibition, % at 15 µM. 330,000 tested, 1.1% active; in the data active means inhibition above about 15%; inconclusive means no clear call, values can overlap the other calls
Target sequence (Q9NXA8 whole entry, looked up): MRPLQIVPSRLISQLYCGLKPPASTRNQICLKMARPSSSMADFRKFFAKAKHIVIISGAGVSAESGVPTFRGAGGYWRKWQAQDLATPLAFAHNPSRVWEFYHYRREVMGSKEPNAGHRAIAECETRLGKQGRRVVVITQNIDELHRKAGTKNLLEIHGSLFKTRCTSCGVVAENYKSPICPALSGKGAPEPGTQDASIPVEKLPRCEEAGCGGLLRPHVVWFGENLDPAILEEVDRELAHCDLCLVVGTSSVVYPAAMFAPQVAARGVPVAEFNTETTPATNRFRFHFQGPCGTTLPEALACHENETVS
ARNT TACC3 PPI – disruptors of human ARNT/TACC3 interaction | AlphaScreen His-ARNT PAS-B/GST-TACC3 binding, luminescence; TACC3 fragment carries E629A point mutation | 390,000 tested, 0.66% active | inhibition, % at 9.99 µM | Q9Y6A5 | AID 623870;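 active means mean inhibition of replicates at least 50% and at least half of replicates each reaching 50%; inconclusive means half or more replicates reach 50% but mean below 50%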;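 further: 0% = complete ARNT plus TACC3 wells and 100% = ARNT alone without TACC3; many hits fall short of the cut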
EWS-Fli inh – blocks EWS/Fli oncoprotein-driven transcription | inhibition, % at 12.6 µM | A673 NR0B1-luciferase reporter, viability-normalised | 350,000 tested, 0.67% active;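 active means mean inhibition of at least 50% after viability correction, with every replicate also passing that limit; inconclusive means mean reaches 50% but only one of two replicates passes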;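 further: firefly luciferase signal divided by Alamar Blue viability fluorescence both relative to DMSO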
DENV2 CPE rescue – DENV2-induced cell death inhibition; DENV2-infected cells, cytopathic effect rescue, plate reader; CPE inhibition, % at 9.99 µM; 350,000 tested, 1.7% active; in the data active means CPE inhibition above about 20%, passing the limit was not always enough; inconclusive means no clear call, values can overlap the other calls; tested in BHK-21 cells;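 further: 0% = median of neutral control wells and 100% = median of positive control wells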
PAX8 reporter – inhibitors of PAX8 transcriptional activity in RMG-I cells | RMG-I TPO-luciferase reporter, SteadyGlo, 24 h | inhibition, % at 12.6 µM | 360,000 tested, 1.2% active | AID 652154;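 active means mean replicate inhibition at least 60% with every replicate also reaching 60%; inconclusive means only one of the two criteria is met; inactive means mean below 60% and not all replicates reaching 60%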;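 further: luciferase light reporting Pax8 driven TPO promoter activity; plate controls were median of neutral control wells for no effect and mitoxantrone controls for full effect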
Casp6 inh – caspase-6 (human) enzyme inhibition; purified caspase-6, Z-VEID-R110 cleavage fluorescence; P55212; 350,000 tested, 0.53% active; inhibition, % at 12.5 µM; AID 686996;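 active means mean inhibition across replicates at least about 35%, with every replicate also reaching that limit, limit read from the data; inconclusive means only one of the two criteria met; inactive means neither criterion met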;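 further: 0% = median of neutral control wells and 100% = no fluorescence left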
Target sequence (P55212 24-179 limits assumed): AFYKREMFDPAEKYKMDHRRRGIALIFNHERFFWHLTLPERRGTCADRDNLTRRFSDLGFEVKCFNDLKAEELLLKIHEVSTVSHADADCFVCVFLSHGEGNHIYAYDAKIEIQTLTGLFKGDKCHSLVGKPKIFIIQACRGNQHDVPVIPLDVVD
Target sequence (P55212 194-293 limits assumed): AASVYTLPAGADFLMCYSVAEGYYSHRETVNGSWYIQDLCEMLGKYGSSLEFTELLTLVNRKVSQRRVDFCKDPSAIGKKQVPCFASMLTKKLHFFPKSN
* marks the source's active call; other numbers are inactive results; ? = inconclusive; . = not tested or not shown; & = joins results of further samples. Compounds as they come. Share with any hit: about 4.9%.

The line under a structure holds: LGR2 antag	SIRT5 inh	ARNT TACC3 PPI	EWS-Fli inh	DENV2 CPE rescue	PAX8 reporter	Casp6 inh
COc1ccc2[nH]c3c(c2c1)CCNC3C1CC=C(C)CC1 (stereo unspecified)
→ 40.8	-5.3	4.8	42.5	4.2	2.5	1.0
Cc1ccc2[nH]c3nc(NN)nnc3c2c1
→ 20.2	-0.3	60.7*	-8.4	-3.3	-1.8	1.4
COc1ccccc1CNn1c(-c2cccc(C)c2)nc2ccccc2c1=O
→ 10.0	-2.1	-10.2	.	-13.7	.	-1.7
C[C@@H]1CN([C@H](C)CO)C(=O)c2cccc(NS(=O)(=O)c3ccc(Cl)cc3)c2O[C@@H]1CN(C)S(=O)(=O)c1ccc(Cl)cc1
→ -2.1	2.1	-2.0	-2.4	-9.5	-37.5	-1.4
Cc1cc(C(F)(F)F)c2c(N)c(C(=O)NCc3ccc(Cl)cc3)sc2n1
→ -10.0	.	.	-0.3	-7.6	-2.7	-4.6
O=C(C[C@H]1C=C[C@@H](NS(=O)(=O)c2ccc(F)cc2)[C@@H](CO)O1)N1CCc2ccccc2C1
→ 7.3	-0.2	.	2.8	-7.0	.	.
CCCNC(=O)NC(=O)COC(=O)/C=C/c1cc(Br)ccc1F
→ -0.3	-1.1	9.3	1.1	-4.1	-1.3	3.7
c1ccc2c(c1)Nc1cc3ccccc3cc1S2
→ 4.6	0.3	-3.0	-91.3	?	-65.2	0.9
CCOC(=O)C(NCCOC)(NC(C)=O)C(F)(F)F (stereo unspecified)
→ -4.7	-4.0	-1.2	0.4	-5.5	-2.3	-1.1
CNC[C@@H]1OCCCC[C@@H](C)Oc2ccc(NS(=O)(=O)c3ccc(Cl)cc3)cc2C(=O)N([C@@H](C)CO)C[C@H]1C
→ 23.1	.	.	-6.2	.	2.7	.
CC(C)NC(=O)N(C)C[C@@H]1OCCCC[C@@H](C)Oc2ccc(NC(=O)C3CCCCC3)cc2C(=O)N([C@@H](C)CO)C[C@@H]1C
→ -6.8	0.7	1.7	.	2.8	-3.8	-3.1
Cc1ccc(-c2nnc(Nc3ccc(CC(N)=O)cc3)c3ccccc23)cc1S(=O)(=O)NCCO
→ 11.6	13.4	-7.9	5.9	-2.4	9.5	5.6
COC(=O)COc1ccc(S(=O)(=O)N2CCN(c3ccc(OC)cc3)CC2)cc1
→ 0.2	-0.7	.	-2.7	-0.6	18.8	0.3
C=C(C)c1cccc(C(C)(C)NC(=O)Nc2ccc(OC)nc2)c1
→ 10.8	-3.9	6.5	-1.9	8.4	4.6	-7.1
CCOC(=O)C1=C(O)C(=O)C(C(=O)OCC)C1 (stereo unspecified)
→ 0.7	-0.6	-11.5	-5.7	2.5	2.6	0.3
COc1ccc(CN2CCNC(=O)C2CC(=O)O)cc1OC (stereo unspecified)
→ -1.2	-0.9	-36.8	-6.5	-0.8	2.1	-3.9
Oc1ccc(-c2nccs2)cc1
→ -14.7	.	10.8	-12.4	-18.4	-27.2	1.5
N#C[C@@H]1[C@H](c2ccc(C#Cc3ccccc3F)cc2)[C@H](CO)N1C(=O)C1CCCCC1
→ 74.8*	1.7	35.4	7.6	-23.1	?	-0.2
CCCN1[C@@H]2c3ccc(-c4ccccc4)c(=O)n3C[C@@H]2[C@@H](CO)[C@@H]1C(=O)N1CCCCC1
→ 14.2	-5.7	0.0	-0.2	-1.7	2.8	-2.3
COC(CNC(=O)C1CCCN(S(=O)(=O)c2c(C)noc2/C=C/c2cccs2)C1)OC (stereo unspecified)
→ 20.4	-1.0	-3.8	-2.6	0.5	2.5	.
C[C@H](CO)N1C[C@H](C)[C@H](CN(C)Cc2ccc(C(=O)Nc3ccccc3N)cc2)Oc2ccc(NC(=O)Cc3cn(C)c4ccccc34)cc2C1=O
→ .	23.1*	-2.1	44.9	-10.3	.	5.9
Cc1ccc(-c2cnc3c(c2)C(=O)N([C@H](C)CO)C[C@@H](C)[C@@H](CN(C)CC2CCOCC2)O3)cc1
→ 6.3	0.0	-3.1	-7.7	17.8	.	-0.2
CC(C)(C)NC(=O)/C(=C\c1ccccc1F)NC(=O)c1ccc([N+](=O)[O-])cc1
→ 8.2	-2.1	-3.9	1.0	10.1	14.5	-1.2
COC(=O)CNC(c1ccccc1)c1cc(Br)ccc1N (stereo unspecified)
→ -5.2	-3.3	-4.6	3.1	19.2	7.4	-4.6
CCn1c(SCC(=O)NC2CCCC2)nnc1-c1c[nH]c2ccccc12
→ 3.3	0.8	-1.1	3.9	0.0	3.3	1.0
CC(C)CC#Cc1cnc2c(c1)C(=O)N([C@H](C)CO)C[C@H](C)[C@H](CN(C)C(=O)C1CCCCC1)O2
→ 6.6	0.9	8.7	-9.6	?	-6.6	-1.1
Cc1ccc(/C=C2\SC(=S)N(CCC(=O)NNS(=O)(=O)c3ccc(C)cc3)C2=O)cc1
→ -28.4	-3.5	-0.6	5.8	-2.8	6.6	0.6
C[C@@H]1CN([C@H](C)CO)C(=O)c2cc(NC(=O)CCC(F)(F)F)ccc2O[C@H]1CN(C)S(=O)(=O)c1ccc(Cl)cc1
→ -1.0	-3.3	12.7	-6.0	-8.0	-6.8	3.5
CCN(Cc1ccccc1)C(=O)c1cc(-c2ccc(OC)c(OC)c2)nc2ccccc12
→ -24.1	-2.3	0.5	3.8	2.5	16.3	-134.4
CN(C)Cc1c(C(=O)N/N=C/c2ccco2)nnn1-c1nonc1N
→ 11.3	7.8	2.0	-2.3	-3.2	-7.7	1.5

Carrying on:
The line under a structure holds: LGR2 antag	SIRT5 inh	ARNT TACC3 PPI	EWS-Fli inh	DENV2 CPE rescue	PAX8 reporter	Casp6 inh
N#CC(C(N)=O)=C1CCCCC1
→ -5.7	-2.1	7.9	4.3	2.3	4.2	1.1
CS(=O)(=O)n1c2ccccc2c(=O)n1-c1ccccc1CCl
→ -19.4	-2.1	.	-40.7	-0.5	-63.4	7.6
CO[C@@H]1CN(C)C(=O)c2ccc(NS(=O)(=O)c3cn(C)cn3)cc2OC[C@H](C)N(CC2CC2)C[C@H]1C
→ -3.8	-2.8	-7.3	-0.2	11.6	-9.2	-4.6
CN(C)CCN(Cc1ccccc1)c1ccccn1
→ -19.9	-1.2	1.7	-0.2	1.0	8.6	7.4
Cc1ccc(S(=O)(=O)N2CCN(c3nn(C)c(=O)n(C)c3=O)CC2)cc1C
→ 12.9	-2.4	1.3	20.1	6.8	-8.6	-4.9
CCC(=O)N1[C@H](CO)[C@H](c2ccccc2)[C@@H]1CN(CC)C(=O)c1ccc(F)cc1
→ 4.0	-2.0	3.7	-4.9	-8.8	-5.9	-3.3
O=C(Nc1ccc(F)cc1)N1CCCN(c2ccc(C(F)(F)F)cn2)CC1
→ 17.5	0.5	-0.6	15.8	2.9	34.2	-2.9
C[C@@H](NC(=O)[C@H]1[C@H](CO)[C@H]2Cn3c(cccc3=O)[C@@H]1N2Cc1cccnc1)c1ccccc1
→ 2.3	-3.5	-12.3	-6.9	1.1	-10.4	-2.4
O=c1c2cc(Cl)ccc2nc(-c2ccc([N+](=O)[O-])cc2)n1O
→ 8.3	0.7	-9.3	4.0	-5.0	26.9	0.2
C[C@H](CO)N1C[C@H](C)[C@@H](CN(C)S(=O)(=O)c2ccccc2)Oc2c(NC(=O)CCCCCC(=O)Nc3ccccc3N)cccc2C1=O
→ -11.2	-4.8	.	4.2	-11.2	-16.4	-1.2
CCCNC(=O)N[C@H]1C=C[C@H](CC(=O)NCCc2ccccc2)O[C@H]1CO
→ 29.8	.	.	5.0	.	1.4	.
Cn1c(=O)n(/N=C/c2ccccc2)c2ccccc21
→ 8.1	.	-0.3	.	.	20.0	.
COc1ccc2c3c(n(C)c2c1)[C@H](CO)NCC31CCN(C(=O)CC2CC2)CC1
→ -3.5	.	.	0.7	-2.2	.	.
O=C(NCc1ccncn1)[C@H]1[C@H](CO)[C@H]2Cn3c(ccc(-c4ccncc4)c3=O)[C@H]2N1CC1CC1
→ -7.6	-2.9	8.7	0.0	-1.9	.	0.9
CN(C)C(=O)c1ccc(-c2ccc(C3[C@@H]4CN(S(=O)(=O)c5ccccc5)C[C@H]3N4)cc2)cc1 (stereo partly specified)
→ 5.5&-3.6	8.3&5.3	.	9.4&11.9	-2.4&-1.4	-6.1&-2.9	0.9&-0.2
O=C(CN1C(=O)CC(c2ccccc2)S(=O)(=O)c2ccccc21)NC1CCCC1 (stereo unspecified)
→ 2.1	-1.8	-2.5	-2.0	-0.7	-4.5	-3.0
COc1ccc(NCC(=O)N/N=C(\C)c2cc3ccccc3o2)cc1
→ 22.3	-6.4	8.9	-2.5	2.9	6.4	4.4
COc1ccc(S(=O)(=O)N(C)C[C@@H]2OCCCC[C@@H](C)Oc3ccc(NC(=O)c4ccncc4)cc3C(=O)N([C@H](C)CO)C[C@@H]2C)cc1
→ -1.2	0.0	-11.3	-4.2	?	2.8	2.1
Cc1ccc(C(=O)Oc2cc(N)n(S(=O)(=O)c3ccc(C)cc3)n2)cc1
→ 5.7	-3.2	11.5	0.9	0.8	3.5	0.1
N#Cc1cccc(Cn2cc(C(F)(F)F)ccc2=O)c1
→ 6.7	-6.1	-1.4	7.1	-4.9	10.7	-0.8
CC1(C)CC(=O)c2cc(O)ccc2O1
→ -11.5	1.5	-8.1	4.5	?	38.3	-5.4
O=C1c2cccnc2C(=O)N1CNc1ccc(Cl)cc1
→ -13.2	-0.8	17.2	18.1	-1.7	-7.9	-2.2
O=C(NNC1=Nc2cc([N+](=O)[O-])ccc2OC1)c1ccccc1Cl
→ -1.1	10.6	3.6	13.8	-0.9	-1.8	2.0
NC(=O)CC[C@H](NC(=O)c1ccc(F)cc1)C(=O)OCC(=O)NCc1ccc2c(c1)OCO2
→ -6.2	-5.4	-6.0	-2.3	1.5	.	0.5
O=C(COC(=O)c1ccc(F)cc1Cl)NC1CC1
→ -3.5	.	.	2.2	5.0	-17.2	1.0
COCC(=O)Nc1ccc2c(c1)C(=O)N(C)C[C@H](OC)[C@@H](C)CN(CC1CC1)[C@@H](C)CO2
→ -9.1	-1.8	-6.5	-5.2	-0.1	-3.1	0.1
O=C(c1ccccc1)c1ccc(OCC(O)CNCc2ccc(F)cc2)cc1 (stereo unspecified)
→ 4.5	-2.9	-3.8	19.7	3.9	-4.1	-1.7
COc1ccc(C)cc1NS(=O)(=O)c1ccc2c(c1)N(C(C)=O)CCO2
→ 10.0	-1.9	3.2	.	14.5	11.1	2.7
CN(CC(=O)Nc1cccc(F)c1)C(=O)c1cccc(N2C(=O)CCC2=O)c1
→ 7.6	-5.2	1.7	3.6	6.7	-2.6	2.6
O=C(NCCCCNC(=O)c1ccccc1Cl)c1ccccc1Cl
→ 2.4	-2.6	-9.4	10.8	5.3	28.2	0.5

(listing goes on)
The line under a structure holds: LGR2 antag	SIRT5 inh	ARNT TACC3 PPI	EWS-Fli inh	DENV2 CPE rescue	PAX8 reporter	Casp6 inh
O=C(NC(c1ccc(F)cc1)c1ccc2ccccc2n1)C1CCN(Cc2cccc(C(F)(F)F)c2)CC1 (stereo unspecified)
→ 33.3	.	.	58.0*	-3.4	54.1	10.6
COc1ccc(OC)c(NC(=S)N2CCN(C(=O)C3CCCO3)CC2)c1 (stereo unspecified)
→ 0.3	-1.7	-6.0	-1.0	5.1	7.6	-0.2
CCCCCCn1c(COc2ccccc2F)nnc1SCC(=O)c1c(N)n(C)c(=O)n(C)c1=O
→ -3.6	-4.4	.	6.1	6.8	10.9	0.1
O=C(NCc1nnnn1-c1ccc(F)cc1)C(=O)c1c[nH]c2ccccc12
→ 3.4	.	.	5.9	13.6	5.5	4.5
CC(NC(=O)COC(=O)C1CCN(c2ccc(C(F)(F)F)cn2)CC1)c1ccc(Br)cc1 (stereo unspecified)
→ 1.5	-4.2	-1.6	3.7	10.4	15.7	-1.8
C[C@@H](NC(=O)C[C@@H]1C[C@@H]2c3cc(NS(=O)(=O)c4ccc(F)cc4)ccc3O[C@@H]2[C@@H](CO)O1)c1ccccc1
→ -7.6	-4.6	.	4.8	8.2	3.5	5.3
CC(C)(CNS(=O)(=O)c1cccs1)N1CCOCC1
→ 8.0	6.3	.	-5.3	-2.4	-12.2	-0.1
